Screening data (PubChem BioAssay)
Eya2 inh – inhibitors of human Eya2 phosphatase activity | actives 0.006% (n = 330,000) | recombinant Eya2, OMFP fluorescence dephosphorylation (OMFP is methylfluorescein phosphate) | O00167 | Potency, µM (top dose mostly 76.9 µM), without a hit: at the top dose activity, negative = inhibition, most hits filed as inhibitors; further: potency means the concentration at half of the fitted maximal effect; on the % scale 0 is the no-effect control and ±100 the full control effect
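Eya2 (0.2 uM) preincubated 10 min at ambient with compound, then OMFP substrate added at 50 uM; 10 min reaction in 50 mM HEPES pH 7.5, 50 mM NaCl, 5 uM MgCl2, 0.05% BSA, 1 mM DTT. Fluorescence read at Ex 485/Em 525 nm.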
Chronic BCR inh – chronic active BCR signaling inhibition; ABC-DLBCL IkBa-CBG/CBR reporter, luminescence ratio, 4 h; actives 0.05% (n = 340,000); Potency, µM (top dose mostly 46.1 µM), for inactives: top-dose ratio change, negative = lower green/red ratio, most hits filed as inhibitors; AID 493014; active means well fitted inhibition curve with a large enough effect in the signal ratio, with a control signal flat, not every such curve was filed as active; inconclusive means small, poorly fitted or top-dose-only effect, or effect the other way, or a change in a side signal; the % refers to the signal ratio;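 further: potency means the concentration at half of the fitted maximal effect; plate controls were basal doxycycline-induced cells for no effect and cells given 10 µM MG132 for full effect; MG132 reads +100%, hits lower the ratio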
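TMD8 ABC-DLBCL cells carrying doxycycline-inducible green luciferase fused to IkappaBalpha plus unfused red luciferase were exposed to compounds (up to 46 uM) for 4 hrs at 37C. Activity came from the overlap-corrected green/red luminescence ratio.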
GALK inhibitor – blocks human galactokinase activity; P51570; Purified GALK, Kinase-Glo residual ATP luminescence; Potency, µM (series often up to 57.5 µM), without a hit: at the top dose activity change, negative = inhibition, usual class: inhibitors; actives 0.007% (n = 270,000); further: potency means the concentration at half of the fitted maximal effect; on the % scale 0 is the no-effect control and ±100 the full control effect
Target sequence (P51570 whole entry, looked up): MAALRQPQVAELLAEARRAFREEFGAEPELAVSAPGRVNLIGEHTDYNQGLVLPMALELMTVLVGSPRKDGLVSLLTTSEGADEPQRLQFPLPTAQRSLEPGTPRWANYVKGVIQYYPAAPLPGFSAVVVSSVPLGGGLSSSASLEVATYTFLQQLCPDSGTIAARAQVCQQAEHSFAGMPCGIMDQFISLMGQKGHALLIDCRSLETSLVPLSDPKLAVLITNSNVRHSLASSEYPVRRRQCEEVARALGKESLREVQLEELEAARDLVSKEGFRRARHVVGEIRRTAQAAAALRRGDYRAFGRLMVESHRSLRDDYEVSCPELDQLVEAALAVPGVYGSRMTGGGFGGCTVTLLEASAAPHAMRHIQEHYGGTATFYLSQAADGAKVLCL
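GALK at 5 nM final was combined with compound, 35 uM ATP and 100 uM galactose in HEPES pH8.0 with MgCl2 and DTT. The reaction ran one hour at room temperature before luminescent ATP detection.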
USP2a block – blocks human ubiquitin-specific protease USP2a; O75604; USP2 core, Ub-CHOP2 coupled fluorogenic reporter, 485/531; Potency, µM (doses to about 38.3 µM), without a hit: top-dose activity change, negative = inhibition, hits mostly inhibitors; actives 0.01% (n = 330,000); AID 463254;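 further: potency means the concentration at half of the fitted maximal effect; plate controls were DMSO wells for no effect and full inhibition by NEM control for full effect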
Target sequence (O75604 whole entry, looked up): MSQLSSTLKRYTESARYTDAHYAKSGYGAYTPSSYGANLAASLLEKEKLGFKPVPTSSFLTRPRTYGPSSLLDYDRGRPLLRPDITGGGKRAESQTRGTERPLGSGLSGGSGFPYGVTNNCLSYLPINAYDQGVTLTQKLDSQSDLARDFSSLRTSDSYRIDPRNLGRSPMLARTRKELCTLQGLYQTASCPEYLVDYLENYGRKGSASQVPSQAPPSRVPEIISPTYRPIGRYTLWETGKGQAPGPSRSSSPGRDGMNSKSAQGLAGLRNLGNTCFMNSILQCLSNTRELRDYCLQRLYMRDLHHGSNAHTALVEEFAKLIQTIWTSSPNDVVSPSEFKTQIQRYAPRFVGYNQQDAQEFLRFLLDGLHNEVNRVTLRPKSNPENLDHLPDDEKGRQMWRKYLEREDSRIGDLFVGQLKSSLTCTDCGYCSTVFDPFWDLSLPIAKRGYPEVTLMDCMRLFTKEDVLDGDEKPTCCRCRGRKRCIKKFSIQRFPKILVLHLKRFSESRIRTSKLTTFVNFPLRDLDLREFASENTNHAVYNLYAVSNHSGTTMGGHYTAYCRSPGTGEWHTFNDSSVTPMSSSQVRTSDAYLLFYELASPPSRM
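Cell-free coupled assay: 10nM USP2 core preincubated 30min RT with compound in Tris-HCl pH 8.0/CaCl2/CHAPS buffer, then 25nM Ub-CHOP2 and 25nM reporter substrate; fluorescence (Ex 485/Em 531) read after 60min RT, normalized to NEM inhibition, concentration-response curves fitted.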
PKM2 act – increases activity of human pyruvate kinase M2; purified PKM2, Kinase-Glo ATP luminescence, activation; response scale: 0% is enzyme alone, no compound; Potency, µM (top dose mostly 57.5 µM), inactives show top-dose activation, usual class: activators; actives 0.34% (n = 260,000); AID 1631; further: potency means the concentration at half of the fitted maximal effect; on the % scale 0 is the no-effect control and ±100 the full control effect; nearly all actives have a fitted effect of over 55% in size
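Kinase-Glo luminescence reports ATP generated from ADP (0.1 mM) and PEP (0.5 mM) by purified hPK-M2 after 1 h at room temperature, pH 7.2 imidazole buffer; intermediate enzyme activity allows detecting inhibitors and activators.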
TSHR antag – blocks TSH signaling through the human TSH receptor; P16473; TSHR-expressing cells, TSH-stimulated cAMP HTRF, 2 h; stronger effect = lower value; activity change, negative = inhibition, % at 11.5 µM; actives 0.2% (n = 330,000);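 active means activity change below a set negative limit, meaning inhibition stronger than a set level, cut at about -70% in these data; inconclusive means activity change between two set negative limits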; further: on the % scale 0 is the no-effect control and ±100 the full control effect
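Read-out is FRET at 665 nm (cryptate excitation 337 nm) from a cryptate-tagged anti-cAMP antibody, competed by cell cAMP against cAMP-d2. Compounds are tested on freshly harvested TSHR cells challenged with 4nM TSH (EC80) for 2 hours at 37 deg C.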
Menin MLL FP TR – inhibitors of human menin-MLL interaction, mutant MLL peptide; O00255; Menin + Texas Red MLL mutant peptide, fluorescence polarization; Potency, µM (doses to about 61.6 µM), without a hit: at the highest dose FP activity change, negative = inhibition, most hits filed as inhibitors; actives 0.23% (n = 270,000); active means well fitted inhibition curve with a large enough effect in the polarisation, with a control signal flat, not every such curve was filed as active; inconclusive means small, poorly fitted or top-dose-only effect, or effect the other way, or a change in a side signal; inactive means no such curve, though single readings can be large or run the other way; the % refers to the polarisation; further: potency means the concentration at half of the fitted maximal effect; % of control where 0% means no effect; many of its hits are not listed in these tables
KCNH2 WT inh – KCNH2 (human, wildtype) channel inhibition; Q12809; U2OS, BacMam KCNH2, thallium flux FluxOr; stronger effect = lower value; activity change, % at 1.84 µM; actives 0.37% (n = 340,000);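 active means maximum activity change below -70%; inconclusive means maximum activity change between -70% and -50%; inactive means maximum activity change above -50%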; further: on the % scale 0 is the no-effect control and ±100 the full control effect
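U2OS cells were transduced with wild-type KCNH2 virus (2.03 x 10^8 / mL) for 4 h at room temperature, then cultured overnight at 37 C. Thallium flux was read with FluxOr dye. Rate constants were normalized to DMSO controls.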
Mito fusion act – blocks mitochondrial division or promotes mitochondrial fusion. S. cerevisiae fusion-defective mutant growth rescue, CellTiterGlo 48 h. Potency, µM (doses to about 46.1 µM), without a hit: at the highest dose growth rescue (activation), most hits filed as activators. actives 0.23% (n = 320,000). AID 485298;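 further: potency means the concentration at half of the fitted maximal effect; % of control where 0% means no effect; nearly all actives have a fitted effect of over 45% in size; temperature-sensitive fusion mutants such as fzo1-1 at 37 °C on non-fermentable ethanol glycerol medium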
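Temperature-sensitive fusion-defective S. cerevisiae (e.g. fzo1-1, mgm1-5) were grown with compound in YPEG medium (3% ethanol, 3% glycerol) for 48 hours at 37C. Growth rescue was measured as viability by CellTiterGlo luminescence after 10 minutes at ambient.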
S-ASM inh – blocks human secretory acid sphingomyelinase; P17405; placental ASM, HMU-PC fluorogenic substrate, 60 min; Potency, µM (top dose mostly 57.5 µM), for inactives: at the top dose activity change, negative = inhibition, most hits filed as inhibitors; actives 0.006% (n = 340,000); further: potency means the concentration at half of the fitted maximal effect
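Steps: dispense placental human ASM, pin compound, wait 10 min at room temperature, add HMU-PC0 substrate at 9 uM final, incubate 60 min at 37 °C, add stop solution raising pH to 10, read fluorescence.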
MBNL1 CUG block – inhibitors of human MBNL1 binding to CUG repeat RNA. Q9NR56. actives 0.036% (n = 280,000). TR-FRET MBNL1-His/biotin-(CUG)12 binding, 665/545 ratio. Potency, µM (highest dose often 57.5 µM), for inactives: at the highest dose activity change, negative = inhibition, usual class: inhibitors; active means well fitted inhibition curve with a large enough effect in the signal ratio, with a control signal flat, not every such curve was filed as active; inconclusive means small, poorly fitted or top-dose-only effect, or effect the other way, or a change in a side signal; inactive means no such curve, though single readings can be large or run the other way; the % refers to the signal ratio; further: potency means the concentration at half of the fitted maximal effect; on the % scale 0 is the no-effect control and ±100 the full control effect
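Ratiometric TR-FRET (665 over 545 nm, excitation 340 nm) tracks disruption of MBNL1-His/biotin-(CUG)12 complex after 60 min at room temperature, with compounds at 92 nM to 58 uM final.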
* hit, by the source's call; ? = inconclusive; · = no result given; [ ] = dose if it differs, or a comment. Unless noted, the call rests on the fitted dose curve; in most records, active means well fitted curve in the direction sought with a large enough effect; inconclusive means small, poorly fitted or top-dose-only effect, or another doubt; inactive means no such curve, though single readings can be large; an effect the other way counts as inactive or inconclusive.

SMILES	Eya2 inh	Chronic BCR inh	GALK inhibitor	USP2a block	PKM2 act	TSHR antag	Menin MLL FP TR	KCNH2 WT inh	Mito fusion act	S-ASM inh	MBNL1 CUG block
C/C(=C\C(=O)c1ccc(F)cc1)Nc1ccc(N2CCOCC2)cc1	-5%	-1%	0%	0%	-6%	-1	-9%	3	-2%	-2%	20%
COc1ccc(NC(=O)/C(=C\c2cccs2)NC(=O)c2ccco2)cc1	8%	?	3%	0%	0%	-3	33%[activator]	1	7%	2%	12%
O=C(NCc1n[nH]c(=S)n1-c1ccc(Cl)c(Cl)c1)c1cccs1	5%	2%	0%	-5%	-16%	14	3%	-15	-14%	0%	-8%
O=C(CSc1nnc(CNC(=O)c2cccs2)o1)Nc1cccc(Cl)c1	3%	-8%	-3%	0%	·	4	4%	10	1%	-1%	0%
O=c1ccc(-c2ccc(S(=O)(=O)Nc3cccc(F)c3)o2)n[nH]1	0%	1%	3%	0%	·	-4	-1%	0	3%	2%	?
COc1ccc(N(CC(=O)Nc2ccccc2C)S(=O)(=O)c2ccccc2[N+](=O)[O-])c(OC)c1	0%	1%	-1%	2%	-1%	-16	2%	5	-3%	-3%	12%
Oc1ccc(Cl)cc1CNc1nccs1	0%	-7%	3%	-5%	7%	17	6%	-6	-4%	5%	-18%
COc1cccc(-n2ccnc2SCC(=O)Nc2ccccc2)c1	-16%	5%	0%	3%	-3%	-12	2%	19	1%	3%	7%
COC(=O)c1ccc(NC(=O)c2ccc(NC(=O)c3ccco3)cc2)cc1	0%	?	-1%	-10%	-2%	-15	·	0	-2%	3%	5%
COc1ccc(S(=O)(=O)N/N=C\c2ccc(OC)c(COc3ccc(C)cc3[N+](=O)[O-])c2)cc1	-15%	?	-2%	0%	-8%	-1	-20%	6	0%	-6%	11%
CCOC(=O)C1CCCN(C(=O)Cc2c(F)cccc2Cl)C1 (stereo not drawn)	26%	3%	0%	2%	-17%	36	4%	16	-1%	0%	-3%
O=C(O)C1(S(=O)(=O)c2ccc(Cl)cc2)CCC1	-5%	?	1%	1%	-6%	9	17%	1	-13%	9%	-1%
COc1ccccc1CNC(=O)CN1CCN(S(=O)(=O)c2cccs2)CC1	12%	-4%	-3%	5%	4%	-4	1%	·	-1%	-1%	-1%
CC(C)(C)NC(=O)C(c1ccncc1)N(C(=O)c1csnn1)c1ccccc1 (stereo not drawn)	-28%	11%	0%	0%	-5%	5	-22%	-5	-5%	-5%	?
CCOC(=O)Cc1csc(NC(=O)c2csc(C)c2)n1	11%	?	1%	2%	5%	-19	0%	2	6%	2%	-10%
Cc1ccc(CN2CCCCC2C(=O)Nc2ccc(Oc3cccnc3)cc2)o1 (stereo not drawn)	-3%	?	1%	-1%	4%	-7	?	8	0%	·	-6%
CSc1ccc(CN(C)CC(=O)Nc2ccccc2Br)cc1	-6%	1%	-3%	0%	-1%	0	11%	-1	20%	2%	8%
Cc1ccc(NC(=O)CNC(=O)c2cccc(Cl)c2)nc1	0%	28%	·	0%	·	1	·	1	-5%	2%	·
Cc1cc(C)nc(NS(=O)(=O)c2ccc(NC(=O)C(C)Oc3ccccc3F)cc2)n1 (stereo not drawn)	-14%	0%	0%	2%	2%	-25	-16%	-2	8%	9%	-14%
Cc1cccc(N(C(=O)c2csnn2)C(C(=O)NCc2ccccc2)c2ccncc2)c1 (stereo not drawn)	4%	?	1%	0%	-1%	2	-18%	-16	-1%	3%	-2%
O=C(c1cc(-c2ccc(Cl)s2)nc2ccccc12)N1CCOCC1	9%	-2%	·	1%	·	14	·	14	-4%	77%[activator]	·
COc1ccc(S(=O)(=O)N2CCOCC2)cc1NC(=O)CSc1nnc2n1CCCCC2	8%	1%	·	4%	·	·	·	16	·	3%	·
O=P(O)(CCc1ccccc1)CN1CCCCC1	13%	3%	3%	0%	-19%	34	-25%	4	11%	2%	-9%
COc1cccc(C(=O)N/N=C(\CC(C)C)c2ccccc2)c1	2%	?	2%	4%	3%	-4	-1%	0	2%	-2%	8%
Cc1ccc(NS(=O)(=O)c2cccc(C(=O)NC3CC3)c2)c(C)c1	-15%	1%	·	0%	·	6	·	2	·	-3%	·
O=C(CCC(=O)OCc1cccc([N+](=O)[O-])c1)Nc1ccccc1Cl	-5%	6%	0%	4%	-5%	-4	1%	1	-4%	-1%	?
Cc1ccc(/C=N/NC(=O)c2c[nH]c3ccccc23)o1	8%	?	-1%	-2%	4%	-2	-14%	-32	-3%	0%	?
O=C(c1ccccc1)C(O)c1ccccc1 (stereo not drawn)	6%	-3%	·	1%	·	1	0%	-5	-20%	-5%	·
O=C1[C@@H]2[C@H](Cc3ccc(O)cc3)N[C@]3(C(=O)Nc4ccccc43)[C@@H]2C(=O)N1c1ccc(F)cc1	-1%	?	0%	1%	0%	-4	0%	·	3%	·	-6%
CCC(C)[C@H](NS(=O)(=O)c1ccc(C)cc1)C(=O)N1CCC(C(=O)N2CCC(C(N)=O)CC2)CC1 (stereo partly drawn)	-1%	-16%	·	1%	1%	0	-13%	-6	0%	-1%	-6%
Cc1cc(=O)n(C)c(=O)n1CCCCCOc1cccc([N+](=O)[O-])c1	-2%	-12%	-1%	1%	4%	3	16%	10	0%	-4%	?
CC(C)N(Cc1nccn1C)C(=O)c1cc(COc2cccc(C(F)(F)F)c2)on1	-10%	-2%	0%	0%	-1%	-16	2%	-7	-18%	0%	1%
COc1ccc(CN(C)C(=O)c2cc(S(=O)(=O)Nc3ccccc3F)ccc2C)c(OC)c1	10%	-3%	4%	1%	0%	11	?	-1	-1%	-1%	10%
COc1cccc(CN(C(=O)Cc2c[nH]c3ccccc23)C(C(=O)NC2CCCCC2)c2cccs2)c1 (stereo not drawn)	0%	?	1%	0%	0%	-10	-6%	1	5%	3%	-8%
Cc1cccc2cc(CN(Cc3cccs3)C3(c4nnnn4C4CCCC4)CCCC3)c(=O)[nH]c12	-1%	0%	11%	-2%	4%	-6	-10%	10	4%	-1%	3%
O=C(/C=C/c1ccccc1)OCCN1C(=O)c2ccccc2C1=O	?	0%	·	-2%	·	-10	?	1	25%	6%	9%
O=C(NC(=O)c1cccc(F)c1)Nc1nc(-c2ccc(F)cc2)cc(C(F)(F)F)n1	8%	10%	7%	5%	-4%	6	-5%	-18	-9%	4%	0%
COc1ccccc1/C=C1\SC(=S)N(CC(=O)NC2CCS(=O)(=O)C2)C1=O (stereo not drawn)	8%	?	-6%	1%	·	-6	·	4	2%	-6%	?
COc1ccc(C(=O)OCC(=O)N2CCN(C(=O)c3ccco3)CC2)cc1OC	6%	-2%	·	3%	·	-5	·	-2	·	2%	·
COC1=C/C(=C/c2c(N)n3c(nc2=O)sc2cc(S(C)(=O)=O)ccc23)C=CC1=O	21%	?	-3%	19%	-13%	9	·	9	-1%	-8%	·
Nc1ccccc1-c1nnn(CC(=O)Nc2ccc3c(c2)OCCO3)n1	10%	?	-2%	1%	·	-5	·	-6	3%	-3%	-5%
CN(CC(=O)N1CCN(c2ccccc2)CC1)S(=O)(=O)c1cnc[nH]1	0%	-4%	2%	0%	-1%	14	9%	-3	1%	-2%	-3%
Cc1ccc(NC(=O)c2cc3ccccc3cc2O)cc1	-4%	?	2%	-10%	·	-24	?	3	-12%	1%	-2%
Cc1ccc(NC(=S)N/N=C/c2ccc(OCCC(C)C)cc2)c(C)c1	-8%	-1%	0%	-1%	1%	1	9%	1	-4%	-2%	?

Only part of the results is shown; rates above refer to the full screens.
